BRCA1 expr up = activators of BRCA1 expression; MCF7-BRCA1-FFLuc reporter, luminescence, 48 h; response scale: scaled: vehicle 0%, 10 µM genistein 100%; Potency, µM (highest dose often 46.1 µM), for inactives: at the top dose activation, hits mostly activators; 1.1% of 380,000 active; active = well fitted activation curve with a large enough effect; inconclusive = small, poorly fitted or top-dose-only effect; inactive = no such curve, though single readings can be large or run the other way; note: nearly all actives have a fitted effect of over 80% in size; some results filed as inactive show a strong effect at the top dose
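Using MCF7 cells harboring a BRCA1 firefly luciferase reporter, plated 2 h before compound pinning, the screen measured luminescence after 48 h incubation. Responses were normalized to DMSO and 10 microM genistein, then fitted for concentration-effect.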
* hit, by the source's call; ? = inconclusive. Potency is the fitted concentration of half-maximal effect. An excerpt (hit frequency here may not be typical).

Compound	BRCA1 expr up
O=C(Cn1ncc2c(=O)oc3ccccc3c21)NCc1ccc(Cl)cc1	-1%
CCOc1ccc(C(=O)c2cn(CC(=O)Nc3ccc(F)c(F)c3)c3cc4c(cc3c2=O)OCCO4)cc1	-15%
CCOCCCNc1nc2cc(OC)c(OC)cc2c2nc(-c3ccccc3)nn12	-1%
O=C(NCC1CCCCC1)c1ccc2nc([C@@H]3O[C@H](CO)[C@H](O)[C@H](O)[C@H]3O)[nH]c2c1	17%
COc1cccc(C(C)(O)c2nc(-c3cccs3)cs2)c1 (configuration not stated)	0%
Cc1cccc(Cn2nc(C)n3c(cc4cc(C)ccc43)c2=O)c1	2%
CCOc1ccc(Nc2sc(C(=O)c3ccc(F)cc3)c(N)c2S(=O)(=O)c2ccc(C)cc2)cc1	-35%
O=C(NC(c1ccccc1)c1cnccn1)C1CCN(Cc2ccc(Cl)c(Cl)c2)CC1 (configuration not stated)	1%
COC(=O)CCCn1cc(CN2CC(N(C)C)CS2(=O)=O)nn1 (configuration not stated)	12%
CC1(C(=O)NS(=O)(=O)c2ccc3ccccc3c2)CCN1C(=O)Cc1ccc(Cl)cc1Cl (configuration not stated)	9%
COc1cc(NC(=O)CCc2c(C)nc3c(c(C)nn3-c3ccccc3)c2C)cc(OC)c1OC	7%
COc1ccc(CN2C(=O)CCC2(C)c2nnnn2Cc2ccccc2)cc1OC (configuration not stated)	10%
CC(=O)N1CCc2c(sc3c2c(=O)n(CCc2ccccc2)c(=O)n3Cc2ccccc2C)C1	-75%
OC(c1cccc(Cl)c1)c1nc(/C=C/c2ccccc2)cs1 (configuration not stated)	18%
COc1ccc(Nc2ncc(C(=O)N3CCN(c4ccc(OC)cc4)CC3)c3ccccc23)cc1	-55%
COc1ccc(NC(=O)c2cc(C3CCCCN3S(=O)(=O)Cc3ccccc3)on2)c(C)c1 (configuration not stated)	4%
Cc1cccc(C(=O)Nc2ccc(OCc3cc(=O)n4ccsc4n3)cc2)c1	3%
CCOC(=O)[C@]12CCC=C1N(CCC1=CCCCC1)C(=O)[C@H](CC(=O)NCc1cccs1)C2	5%
COc1ccc(-c2nc3c(C)cc(Br)cn3c2Cc2ccc(C)cc2)cc1OC	-19%
CCCCNC(=O)C1(C)CCCCN1Cc1ccc(OCc2ccccc2)cc1 (configuration not stated)	-13%
CC(C)OCCCNC(=O)c1ccc2c(=O)n(CCc3ccccc3)c(=O)[nH]c2c1	-12%
Cc1cc2nc(-c3ccc(OCc4ccc(F)cc4)cc3)cc(C(F)(F)F)n2n1	10%
CCCCc1nn2c(=O)cc(COC(=O)CNC(=O)COc3ccc(C)cc3)nc2s1	8%
COc1ncc(-c2ccc(N3C(c4ccc([N+](=O)[O-])cc4)=Cc4ccccc4C3CC(C)=O)cc2)cn1 (configuration not stated)	6%
O=C1NC[C@H](CCCCN2C[C@@H](Cc3ccccc3)N(CCC3CCCCC3)C(=O)C2=O)N(CCC2CCCCC2)C1=O	19%

Three compounds already listed, sorted by SMILES length, rising:
Compound	BRCA1 expr up
COC(=O)CCCn1cc(CN2CC(N(C)C)CS2(=O)=O)nn1 (configuration not stated)	12%
CCOC(=O)[C@]12CCC=C1N(CCC1=CCCCC1)C(=O)[C@H](CC(=O)NCc1cccs1)C2	5%
CCOc1ccc(C(=O)c2cn(CC(=O)Nc3ccc(F)c(F)c3)c3cc4c(cc3c2=O)OCCO4)cc1	-15%

Reprinted at random: 2 records from the list
Compound	BRCA1 expr up
CC1(C(=O)NS(=O)(=O)c2ccc3ccccc3c2)CCN1C(=O)Cc1ccc(Cl)cc1Cl (configuration not stated)	9%
COc1ccc(NC(=O)c2cc(C3CCCCN3S(=O)(=O)Cc3ccccc3)on2)c(C)c1 (configuration not stated)	4%

Remaining list, next part
Compound	BRCA1 expr up
Cc1ccc2c(c1)ncc[n+]2CC(=O)c1ccc(Cl)cc1Cl	-33%
CC(=O)NC(c1ccccc1)c1nc(-c2cccc(C(=O)O)c2)cs1 (configuration not stated)	?
COc1cccc(-c2cccc(-c3nc(C(=O)NCCCN4CCOCC4)cc4c3[C@H](CCO)N(S(=O)C(C)(C)C)C4)c2)c1 (some centres not stated)	-3%
CCc1ccc(NC(=O)[C@H](CSCc2ccccc2)N2Cc3ccccc3C2=O)cc1	10%
CCN1C(Br)=CCc2ccccc21	15%
CC(=O)N1CCCC(C)(C(=O)Nc2ccc3nc(C)ccc3c2)C1 (configuration not stated)	20%
COc1cc(-c2noc(CCC(=O)Nc3cc(C)ccc3C)n2)cc(OC)c1OC	0%
COc1ccc(C2=Nc3ccccc3NC(=O)C2N(Cc2ccccc2)C(=O)C2=NNC(=O)CC2)cc1 (configuration not stated)	-20%
Cn1cc(-c2csc(C(C)(O)c3cccnc3)n2)cn1 (configuration not stated)	-5%
O=C1NC[C@@H](CCCCN2C[C@H](Cc3ccccc3)N(CCc3ccc(O)cc3)C(=O)C2=O)N(Cc2ccccc2)C1=O	28%
COc1ccccc1Cc1c(-c2ccco2)nc2cc(C)c(Br)c(C)n12	5%
COc1ccc(/C=C2/C=Cc3ccccc32)cc1	?
COc1ccc(-c2noc(-c3ccc(NCC4CCCO4)c([N+](=O)[O-])c3)n2)cc1OC (configuration not stated)	21%
O=C(C1CCCN(S(=O)(=O)c2cccc3nsnc23)C1)N1CCN(c2ccccc2)CC1 (configuration not stated)	-28%
Cc1ccc(NC(=O)c2c(N3CCCC3=O)c3cc(C)ccc3n2C)c(C)c1	-2%
CCc1nc2c(OCc3ccc(F)c(F)c3)cccn2c1N(C)C(=O)c1cccs1	0%
NS(=O)(=O)c1ccc(NC(=S)Nc2ccc(S(=O)(=O)Nc3nccs3)cc2)cc1	7%
CCC(C(=O)Nc1ccccc1)n1nc(-c2cc(C)ccc2C)ccc1=O (configuration not stated)	-26%
COc1ccc(OC)c(NC(=O)Nc2nc(CN)cs2)c1	-7%
Cc1cnccc1/C=C/c1ccc(N)cc1	41%
CC(=O)Nc1cc(-c2ccccc2F)cn2c(-c3ccccc3)cnc12	-3%
O=C(NCc1ccccc1)c1cc(C2CCCCN2S(=O)(=O)Cc2ccccc2)on1 (configuration not stated)	0%
Cc1ccccc1CNC(=O)c1csc([C@@H]2O[C@H](CO)[C@@H](O)[C@H]2O)n1	2%
C=Cc1ccc(CN2C(=O)N(c3ccc(C)c(C)c3)S(=O)(=O)c3ccccc32)cc1	-26%
Cc1ccc(Cl)cc1NC(=O)CC1Sc2ccccc2NC1=O (configuration not stated)	12%

Other records:
Compound	BRCA1 expr up
CC(C)C[C@H]1CNC(=S)N1C[C@H]1CCCN1C[C@H](Cc1ccc(O)cc1)N1C[C@H](Cc2ccccc2)N(CCc2ccccc2)C1=S	-44%
COc1cccc(Nc2sc(C(=O)c3ccc4c(c3)OCO4)c(N)c2S(=O)(=O)c2ccccc2)c1	-33%
O=C(NCc1cccc(Cl)c1)C1Cc2c(-c3ccccc3)ccnc2O1 (configuration not stated)	-14%
COc1ccc(C2CC(=O)Nc3c2c(=O)nc2c(C)cccn32)cc1 (configuration not stated)	9%
CC(=O)Oc1ccc(-c2nc(-c3ccccc3)no2)cc1	?
Cc1cc(F)ccc1-n1nnc(C(N)=O)c1C	7%
Cc1ccccc1OCC(=O)OCc1cc(=O)n2nc(-c3cccs3)sc2n1	12%
O=c1c2sc3ccccc3c2n(Cc2cccc(F)c2)c(=O)n1CCc1ccccc1	22%
Cc1cccc(N2CCN(c3nc4ccccc4c4nc(-c5cccnc5)nn34)CC2)c1C	19%
CCc1ccc(C(=O)c2cn(CC(=O)Nc3ccc4c(c3)OCO4)c3ccc(F)cc3c2=O)cc1	-40%
CSCCC(NS(=O)(=O)c1ccc2c(c1)oc(=O)n2C)C(=O)NCc1ccc(F)cc1 (configuration not stated)	8%
CC(=O)c1cccc(NC(=O)C2Cc3c(-c4cccc(C(C)=O)c4)ccnc3O2)c1 (configuration not stated)	-5%
O=C(O)Cc1ccc(NC2(c3ccccc3)C(=O)c3ccccc3C2=O)cc1	10%
NC(=O)c1cccc(-c2ccnc3c2CC(C(=O)Nc2ccc(Cl)cc2)O3)c1 (configuration not stated)	1%
Cc1ccccc1-c1cnc(C(O)c2ccc(Cl)c(F)c2)[nH]1 (configuration not stated)	1%
CSc1ccc(CN2CCC(C)(Oc3cccc(C#N)c3)C2)cc1 (configuration not stated)	-18%
Cc1ccc2c(c1)c1c(c(=O)n(Cc3ccccc3)c(=O)n1Cc1ccccc1F)n2C	4%
CCOC(=O)c1ccccc1NC(=O)COc1ccccc1-c1nnc(-c2ccccc2)o1	-40%
CCCc1nn2cc(-c3ccc(C)c(C)c3)nc2s1	-4%
CCOc1ccc(NS(=O)(=O)c2ccc3nc(-c4ccccc4)[nH]c3c2)cc1	-19%
CC(=O)N1CCc2c(sc3c2c(=O)n(-c2ccccc2C)c(=O)n3Cc2cccc(F)c2)C1	0%
CC(=O)c1nc(N2CCN(S(=O)(=O)c3ccc(C)cc3)CC2)c2ccccc2n1	0%
Cc1ccccc1NC(=O)COc1ccc2oc3c(c2c1)CCCC3	17%
CCCNC(=O)C1(C)CCCN(CCC(=O)c2ccccc2)C1 (configuration not stated)	-2%
COc1ccc(N2C(=O)CS(=O)(=O)C23C(=O)N(Cc2ccccc2)c2ccccc23)cc1 (configuration not stated)	-11%

Part of the list above, field by field:
Cc1ccccc1NC(=O)COc1ccc2oc3c(c2c1)CCCC3
  BRCA1 expr up: 17%
O=C(NCc1cccc(Cl)c1)C1Cc2c(-c3ccccc3)ccnc2O1 (configuration not stated)
  BRCA1 expr up: -14%
CCOC(=O)c1ccccc1NC(=O)COc1ccccc1-c1nnc(-c2ccccc2)o1
  BRCA1 expr up: -40%
CC(=O)Oc1ccc(-c2nc(-c3ccccc3)no2)cc1
  BRCA1 expr up: ?

The list continues:
Compound	BRCA1 expr up
Cc1ccccc1Cn1c(=O)n(CCc2ccccc2)c(=O)c2sc3ccccc3c21	34%
O=S(=O)(c1cccc2ccccc12)N1CCN(c2ccc(Cl)c(Cl)c2)CC1	15%
CCc1nc2ccc(C(=O)Nc3cccc(OCC(=O)N(C)C)c3)cn2c1N(C)C(=O)c1cccc(OC)c1	2%
O=C(NCc1cccs1)c1cccc2c(-c3ccc(F)c(F)c3)coc12	?
CC(C)C[C@@H]1COc2cc(N3CCC[C@H]3CO)ccc2S(=O)(=O)N1	3%
CC(C)NC(=O)C1(C)CCCN1C/C=C/c1ccccc1 (configuration not stated)	-6%
COc1ccccc1N1CCN(C(=O)c2c(C)oc3ncn(C)c(=O)c23)CC1	-5%
COc1cccc(Nc2nc(C(N)Cc3ccc(F)cc3)cs2)n1 (configuration not stated)	-13%
CCOC(=O)C1=C(CS(=O)(=O)c2cccc(C(F)(F)F)c2)NC(=O)NC1c1cccc(OC)c1 (configuration not stated)	-13%
CC(C)=CCn1c2ccc(NC(=S)NC3CC3)cc2c(=O)n1C	12%
CCNC(=O)C1(C)CCN(C(=O)c2ccc(OC)c(OC)c2)C1 (configuration not stated)	0%
CCc1nc2c(OCc3ccc(OC)cc3)cccn2c1N(C)C(=O)C(C)C	8%
Cc1ccc(-c2cc(C(=O)NCc3ccccc3)c3c(-c4ccc(C)cc4)[nH]nc3n2)cc1	14%
CCCNc1ccc(-c2nc(-c3ccco3)no2)cc1[N+](=O)[O-]	0%
CCOC(=O)C1=CCN(S(=O)(=O)c2ccc(Br)cc2)C1c1ccc(C)cc1 (configuration not stated)	-16%
COc1cccc(C2C(C(N)=O)=C(C)Nc3ncnn32)c1 (configuration not stated)	5%
O=C(C1CC1)N1CCc2cc(Br)cc(S(=O)(=O)N3CCN(c4ccccc4)CC3)c21	15%
Cc1nc(-c2ccc(S(=O)(=O)N(C)Cc3ccccc3)cc2)co1	4%
COc1ccc(OC)c(CCNC(=O)CS(=O)(=O)Cc2nc(-c3cccc(Cl)c3)oc2C)c1	-30%
CCCCSCCCNC(=O)c1cn(CC)c2ccc(S(=O)(=O)N3CCCCCC3)cc2c1=O	1%
O=C(COC(=O)c1ccccc1Oc1ccccc1)Nc1ccc(Br)cc1	0%
OC(c1ccccc1)c1nc(-c2cc3ccccc3o2)cs1 (configuration not stated)	?
Cn1c(-c2ccccc2)cnc1NCc1ccccc1O	28%
COc1ccc2c(c1)c1c(c(=O)n(-c3ccc(OC)c(OC)c3)c(=O)n1CC(=O)N1CCCC1)n2C	13%
COc1ccc(-c2oc3c(c2C(=O)OCCO)C(OCCCO)CCC3)cc1 (configuration not stated)	5%

Assay outcomes from PubChem.
